H1N1 NS1A inhibition = H1N1 influenza NS1A inhibitors, functional cell based assay (AID 504329); inhibition, % at 12.5 µM; hits with a dose series show IC50 in µM; hit rate 0.3% among 340,000; NS1A functional cell-based assay, percent inhibition; higher % means a stronger effect; in the data active = a potency from the dose series; inconclusive = inhibition above about 27% without an active follow-up result; also: strong numbers were not always called active
PhoP GFP inhibition = PhoP regulon inhibitors, Salmonella typhi PhoP promoter GFP reporter, confirmatory (AID 1850). Salmonella Typhi PhoP-promoter GFP reporter, fluorescence, 4 h; higher % means a stronger effect. inhibition, % at 50 µM; hits with a dose series show IC50 in µM. hit rate 0.33% among 310,000; in the data active = a potency from the dose series; inconclusive = inhibition mostly from about 25% at the one dose, without a potency; inactive = the rest, 99 in 100 with inhibition below about 19%;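 also: 0% = induced wells with vehicle and 100% = uninduced wells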
M. tuberculosis HTS = M. tuberculosis growth inhibition, HTS (AID 449762). M. tuberculosis H37Rv growth inhibition, 7H9 media; higher % means a stronger effect. hit rate 0.59% among 330,000. inhibition, % at 25 µM; hits with a dose series show IC50 in µM; in the data active = a potency from the dose series; inconclusive = inhibition above about 70% without an active follow-up result;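 also: bacterial growth assessed after seven days of incubation; strong numbers were not always called active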
tuberculosis growth = growth inhibition of non-replicating M. tuberculosis (AID 488890) | Mycobacterium tuberculosis non-replicating, growth inhibition; higher % means a stronger effect | inhibition, % at 25 µM; hits with a dose series show IC50 in µM | hit rate 0.39% among 320,000; in the data active = a potency from the dose series; inconclusive = inhibition mostly from about 82% at the one dose, without a potency; inactive = the rest, 99 in 100 with inhibition below about 76%;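 also: plate controls were DMSO cells for no effect and high antibiotic wells for full effect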
VEEV TC-83 Vero = inhibitors of VEEV TC-83 cytopathic effect, confirmation, Vero cells (AID 588727) | Vero cells, VEEV TC-83 cytopathic effect inhibition; higher % means a stronger effect | inhibition, % at 20 µM; hits with a dose series show IC50 in µM | hit rate 0.13% among 350,000; in the data active = a potency from the dose series; inconclusive = inhibition mostly from about 14% at the one dose, without a potency; inactive = the rest, 99 in 100 with inhibition below about 12%; also: strong numbers were not always called active
VEEV TC-83 Vero 10K pilot screen = second read-out of VEEV TC-83 Vero, no call of its own (marks repeat the call); inhibition, %; measured here: 10K pilot screen inhibition
Starred values were filed as active, the others as inactive; i = inactive; ? = inconclusive; · = no result given; ! = repeats disagree. Not a hit list. About 1.6% of those tested had a hit in this group.

SMILES | H1N1 NS1A inhibition | PhoP GFP inhibition | M. tuberculosis HTS | tuberculosis growth | VEEV TC-83 Vero | others
Fc1ccc(NC(=S)N2CCOCC2)cc1Cl | -8% | -6% | -3% | -8% | 2.0%
CC(=O)Nc1ccc(S(=O)(=O)N2CC(=O)NC(=O)C2)cc1 | -1% | -4% | -1% | -14% | 0.1%
CCCCCOC(=O)c1ccc(NC(=O)c2cccc(NC(=O)c3ccccc3C(=O)O)c2)cc1 | 3% | -5% | 7% | 33% | 0.6%
CC(NC(=O)c1nn(C)c(=O)c2ccccc12)c1ccccc1 (stereo unspecified) | 3% | -8% | -18% | 1% | i
CC1(C)CC(=O)C2=C(C1)NC(Nc1nc3ccccc3o1)=NC21CCCCC1 | -3% | 7% | -1% | 15% | 0.8%
Cc1c(NC(=O)/C(C#N)=C/c2c(Oc3ccccc3)nc3ccccn3c2=O)c(=O)n(-c2ccccc2)n1C | 2% | 1% | -3% | -18% | 2.6%
COCCCNS(=O)(=O)c1ccccc1 | 1% | -6% | -2% | -27% | 1.1%
COc1ccccc1C/C(N)=N/OC(=O)c1cccc([N+](=O)[O-])c1C | 6% | -5% | 0% | 29% | 6.5%
COc1ccc(-c2nnc(SC(C)C(=O)Nc3cccc(Cl)c3)o2)cc1 (stereo unspecified) | 5% | -1% | 66% | ? | 7.4%
Cc1cc(OC(=O)c2ccc(S(=O)(=O)N3CCCC3)cc2)c([N+](=O)[O-])c(=O)[nH]1 | -8% | -8% | 10% | 3% | i
COc1cc(C)c(S(=O)(=O)N2CCOCC2)cc1C(C)C | 0% | -6% | -2% | 31% | 0.2%
CC(=O)c1ccc(S(=O)(=O)NC2CC(=O)N(c3cccc(F)c3)C2)cc1 (stereo unspecified) | -8% | 4% | 1% | -6% | 2.4%
O=C(O)CSc1ncnc2c1oc1ccccc12 | 6% | -5% | -11% | 5% | 0.4%
Nc1ccccc1NC(=O)NC(=O)c1ccccc1 | -3% | 0% | 0% | -4% | 0.5%
O=C1CN(C(=O)NCCC(=O)NC2CCCCC2)c2ccccc2N1 | 8% | 2% | 27% | -10% | 0.8%
O=C(CCSc1ccccc1)Nc1ccc(S(=O)(=O)Nc2ncccn2)cc1 | 9% | 4% | 0% | -1% | 0.8%
CCOC(=O)C(CCCCCCC(NC(C)=O)(C(=O)OCC)C(=O)OCC)(NC(C)=O)C(=O)OCC | 1% | 9% | 1% | -7% | i
CC(C)SCCCCOc1ccc2ccccc2c1 | -1% | 5% | -10% | 36% | i
CC(C)NS(=O)(=O)c1ccc(OCC(=O)NC2CCCCCC2)cc1 | 6% | -11% | -1% | 7% | 2.6%
Cc1ccc(OC(C)C(=O)N=Nc2c(O)[nH]c3ccc([N+](=O)[O-])cc23)cc1 (stereo unspecified) | 14% | 2% | 5% | 38% | 1.3% | VEEV TC-83 Vero 10K pilot screen=1.0
O=C(CN1C(=O)S/C(=C\c2ccccn2)C1=O)Nc1ccccc1 | 4% | -4% | -1% | 3% | i
Cc1ccc(Cl)cc1S(=O)(=O)N1CCC(C(=O)NC2CCN(Cc3ccccc3)CC2)CC1 | 5% | 6% | 12% | 31% | i
CCN(CC(=O)NC(c1ccccc1)c1ccccc1)Cc1nc2ccccc2c(=O)[nH]1 | -3% | 9% | 2% | 27% | 4.9%
O=C(c1ccccc1)N1CCCC(C(=O)N2CCc3ccccc3C2)C1 (stereo unspecified) | -4% | 0% | 11% | 7% | 0.1%
COc1ccc(C(=O)NC(=S)NNC(=O)c2ccc(C)cc2)cc1 | -5% | 18% | ? | ? | 50%
O=C1CCCC2=C1C(c1cccc(O)c1)C1=C(N2)c2ccccc2C1=O (stereo unspecified) | 3% | 19% | 5% | -12% | 0.1%
CN1CCN(CCCc2c3c(cc4c2CCC4)CCC3)CC1 | -2% | -8% | 0% | 3% | i
Cc1cc2oc(C(=O)NC3CCS(=O)(=O)C3)c(C)c2cc1C (stereo unspecified) | 4% | 11% | -3% | 1% | 0.8%
CC(NC(=O)c1ccc2ccccc2n1)c1ccccc1 (stereo unspecified) | 0% | 0% | 4% | 70% | i
CN(CC(=O)Nc1ccccc1C(F)(F)F)C(=O)Cc1ccccc1F | -10% | 6% | 1% | -6% | 1.5%
CCOc1ccc(N(CC(=O)NCc2ccc(F)cc2)C(=O)c2snc(C(N)=O)c2N)cc1 | 1% | 6% | -3% | -18% | 0.5%
O=C(NCc1ccc(F)cc1)c1cc(-c2ccco2)on1 | 7% | 0% | -3% | 8% | 1.2%
O=C(c1cnccn1)N(Cc1ccco1)C1(C(=O)NC2CCCCC2)CCCCC1 | 6% | 13% | -10% | 13% | 0.3%
CC(C(=O)NCc1ccccc1)N1CCN(c2ccc(F)cc2)CC1 (stereo unspecified) | 1% | -4% | -5% | -10% | i
Cc1cc(C)c(Cn2c3ccccc3c3cnn(CC(=O)NCCN4CCOCC4)c(=O)c32)c(C)c1 | 5% | -4% | 29% | 25% | i
Cc1ccc(NC(=O)CN2C(=O)NC3(CCc4ccccc43)C2=O)cc1Cl (stereo unspecified) | -1% | 11% | 0% | -2% | 4.7%
CC(C)C[C@H](NC(=O)OC(C)(C)C)C(=O)N[C@@H](CO)[C@H](O)[C@@H]1C[C@@H]1C(=O)NC1CCCCC1 | -3% | -2% | 1% | 0% | 0.7%
Cc1nn(Cc2ccccc2Cl)c(C)c1NC(=O)C1C2CCC(O2)C1C(=O)O (stereo unspecified) | -9% | · | · | · | 1.3%
COC(=O)[C@H]1Cc2cnoc2C[C@]1(C)C(=O)O | 0% | -2% | 0% | -4% | 0.4%
COc1ccc(NC(=O)c2cc3ccccc3oc2=O)c(OC)c1 | -4% | -7% | -2% | 68% | 1.8%

For reference, some entries already given:
SMILES | H1N1 NS1A inhibition | PhoP GFP inhibition | M. tuberculosis HTS | tuberculosis growth | VEEV TC-83 Vero | others
CN1CCN(CCCc2c3c(cc4c2CCC4)CCC3)CC1 | -2% | -8% | 0% | 3% | i
Cc1cc2oc(C(=O)NC3CCS(=O)(=O)C3)c(C)c2cc1C (stereo unspecified) | 4% | 11% | -3% | 1% | 0.8%
CC(NC(=O)c1ccc2ccccc2n1)c1ccccc1 (stereo unspecified) | 0% | 0% | 4% | 70% | i
CN(CC(=O)Nc1ccccc1C(F)(F)F)C(=O)Cc1ccccc1F | -10% | 6% | 1% | -6% | 1.5%
CCOc1ccc(N(CC(=O)NCc2ccc(F)cc2)C(=O)c2snc(C(N)=O)c2N)cc1 | 1% | 6% | -3% | -18% | 0.5%
O=C(NCc1ccc(F)cc1)c1cc(-c2ccco2)on1 | 7% | 0% | -3% | 8% | 1.2%
O=C(c1cnccn1)N(Cc1ccco1)C1(C(=O)NC2CCCCC2)CCCCC1 | 6% | 13% | -10% | 13% | 0.3%
CC(C(=O)NCc1ccccc1)N1CCN(c2ccc(F)cc2)CC1 (stereo unspecified) | 1% | -4% | -5% | -10% | i
Cc1cc(C)c(Cn2c3ccccc3c3cnn(CC(=O)NCCN4CCOCC4)c(=O)c32)c(C)c1 | 5% | -4% | 29% | 25% | i
Cc1ccc(NC(=O)CN2C(=O)NC3(CCc4ccccc43)C2=O)cc1Cl (stereo unspecified) | -1% | 11% | 0% | -2% | 4.7%
CC(C)C[C@H](NC(=O)OC(C)(C)C)C(=O)N[C@@H](CO)[C@H](O)[C@@H]1C[C@@H]1C(=O)NC1CCCCC1 | -3% | -2% | 1% | 0% | 0.7%
Cc1nn(Cc2ccccc2Cl)c(C)c1NC(=O)C1C2CCC(O2)C1C(=O)O (stereo unspecified) | -9% | · | · | · | 1.3%
COC(=O)[C@H]1Cc2cnoc2C[C@]1(C)C(=O)O | 0% | -2% | 0% | -4% | 0.4%

Continued:
SMILES | H1N1 NS1A inhibition | PhoP GFP inhibition | M. tuberculosis HTS | tuberculosis growth | VEEV TC-83 Vero | others
CC1=NN(c2ccccc2)C(=O)C1C(=O)c1ccc([N+](=O)[O-])cc1 (stereo unspecified) | 8% | -1% | -5% | 24% | i
OCCN1CCN(CCCN2c3ccccc3Sc3ccc(C(F)(F)F)cc32)CC1 | 6% | 105µM*! | ? | 68% | ?
CC1(C2CCC3(C)OC3C2)CO1 (stereo unspecified) | 7% | · | · | · | 2.2%
O=C(O)c1ccc(/C=N/Nc2ccc(C(F)(F)F)cn2)cc1 | 0% | · | · | · | 0.7% | VEEV TC-83 Vero 10K pilot screen=0.6
CN(Cc1cn(C)nc1-c1ccccc1F)Cc1nccn1C | -10% | -5% | -2% | 0% | 1.2%
C=CCn1c(-c2cc(-c3ccc(C)cc3)nc3ccccc23)n[nH]c1=S | 0% | 9% | 8% | -20% | 1.6%
COc1cc(OC)cc(-c2c(C#Cc3ccsc3)c3cc(-c4ccc(C(N)=O)cc4)ccc3n2C)c1 | -5% | · | 2% | 47% | 6.1%
NC(=O)C1CCN(CC(=O)Nc2ccccc2Sc2ccccc2)CC1 | 4% | -7% | -7% | 11% | 1.4%
Cc1cnnc2ccc3c(no[n+]3[O-])c12 | 5% | 7% | 0% | -2% | 0.1%
Fc1cccc(-c2nn[nH]n2)c1 | -40% | -2% | -5% | -19% | 0.4%
O=C(Cc1cc(=O)[nH]c(=O)[nH]1)NCc1ccc(Cl)cc1 | -7% | 7% | -6% | · | 0.2%
CCc1cc2cccc(C)c2nc1SCC(=O)N1CCN(C(=O)c2ccco2)CC1 | -4% | 2% | 4% | 10% | 6.6%
O=C(NNC(=O)c1ccc(Cl)c(Cl)c1)c1cccnc1 | -4% | -2% | -4% | -19% | 1.8%
Cn1nnnc1SCC(=O)N1CCN(S(=O)(=O)c2ccccc2)CC1 | -9% | -2% | 6% | 3% | 0.7%
CCOC(=O)C(CSCc1ccccc1)NC(=O)OC(C)(C)C (stereo unspecified) | 4% | 8% | 17% | 61% | 1.5%
O=S(=O)(N1CCCCC1)n1nnc2ccccc21 | -11% | -2% | -8% | 37% | 0.4%
COC(=O)C1=C(c2ccc3ccccc3c2)C[C@@H]2CC[C@H]1N2C(=O)NCc1ccco1 | -15% | · | -4% | 22% | 3.5%
COc1cccc(C(C#N)N2N=C(C)CC2(C)C)c1O (stereo unspecified) | 5% | 1% | 0% | -11% | i
COc1cc(SC)ccc1C(=O)N(Cc1ccccc1)c1ccccn1 | · | 0% | -1% | 1% | i
O=C1c2cccnc2C(=O)N1Cc1ccc(F)cc1 | -4% | -2% | -5% | -6% | i
COc1cc(OC)c(NC(=O)c2ccc(Br)o2)cc1Cl | 2% | -6% | 8% | 20% | 6.4% | VEEV TC-83 Vero 10K pilot screen=1.3
CCN1CC(CN(C)Cc2nc(-c3ccco3)oc2C)CC1=O (stereo unspecified) | -11% | 3% | 5% | -2% | 1.1%
O=C1c2ccccc2C(=O)N1CCCCON1C(=O)c2ccccc2C1=O | -4% | -1% | 1% | -11% | 0.8%
CCOC(=O)N1CCc2c(sc3nc4n(c(=O)c23)N=C(c2ccc(OC)cc2)CS4)C1 | -20% | 2% | 14% | 3% | 6.5%
COC(=O)c1ccc(-c2csc(NC(=O)c3ccc(S(=O)(=O)N4CCc5ccccc5C4)cc3)n2)cc1 | 13% | -6% | -1% | -19% | 0.5% | VEEV TC-83 Vero 10K pilot screen=0.0
O=C(OCC(=O)c1ccc[nH]1)c1ccc([N+](=O)[O-])cc1 | -11% | · | ? | ? | 1.4%
O=C(/C=C/c1ccccc1)c1ccccc1 | 7% | -5% | ? | ? | 29%
Cc1nnc2n1NC(c1ccc(Cl)cc1)C(C(=O)N1CCC(C)CC1)S2 (stereo unspecified) | -5% | 16% | 6% | 17% | 1.5%
COC(=O)/C=C1\N/C(=N\c2nc(C)cc(C)n2)N(c2ccc(Cl)cc2)C1=O | · | -5% | 14% | 13% | i
O=C(CN1C(=O)S/C(=C\c2ccc(O)cc2)C1=O)c1ccccc1 | 3% | -7% | 0% | 19% | 6.8%
Cc1ccc(-c2noc(Cn3nc(C(=O)O)c4ccccc4c3=O)n2)cc1 | 7% | 7% | 11% | 3% | 1.5%
CC(=O)OCC(OC(C)=O)C(OC(C)=O)C(OC(C)=O)C(=O)Nc1ccc(C)cc1C (stereo unspecified) | 4% | 8% | 5% | 1% | i
O=C(NCc1nc2ccccc2[nH]1)c1cccs1 | -7% | 0% | -3% | -4% | 1.1%
CCC(C)N(C(=O)COC(=O)CN=C1NS(=O)(=O)c2ccccc21)C1CCS(=O)(=O)C1 (stereo unspecified) | -2% | · | -14% | -7% | i

Quoted from the results shown, two compounds:
SMILES | H1N1 NS1A inhibition | PhoP GFP inhibition | M. tuberculosis HTS | tuberculosis growth | VEEV TC-83 Vero | others
Fc1ccc(NC(=S)N2CCOCC2)cc1Cl | -8% | -6% | -3% | -8% | 2.0%
CC(=O)Nc1ccc(S(=O)(=O)N2CC(=O)NC(=O)C2)cc1 | -1% | -4% | -1% | -14% | 0.1%

Bioassay records as filed in PubChem BioAssay.
